Screening data from PubChem.
FadD28 binding: blocks FadD28 binding to the bisubstrate probe; AID 588549; 360,000 tested, 0.22% active; fluorescence polarization; inhibition, % at 12.5 µM; in the data active means inhibition above about 8.5%, passing the limit was not always enough
Mtb FBA inh: inhibits M. tuberculosis FBA enzyme | purified M. tuberculosis FBA, fluorescence read-out | inhibition, % at 1 µM | 360,000 tested, 2.3% active | AID 588726; in the data active means inhibition above about 27%;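 further: 0% = vehicle and 100% = reference inhibitor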
PfHsp40 yeast: restores yeast growth despite PfHsp40 toxicity; 340,000 tested, 0.68% active; S. cerevisiae expressing PfHsp40, growth rescue, ATP luminescence; growth rescue, % at 12.5 µM; AID 504582; in the data active means growth rescue above about 28%, passing the limit was not always enough;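 further: yeast W303a lacking pdr1 and pdr3 grown in galactose medium; growth measured after three days at 30 °C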
GDH-TPI counter: inhibits GDH-TPI coupling enzymes, artifact for Mtb FBA screen. inhibition, % at 4.8 µM. 360,000 tested, 1.2% active. GDH-TPI coupled enzyme counterscreen, NADH absorbance; in the data active means inhibition above about 30%;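 further: 0% = DMSO wells and 100% = wells lacking the enzyme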
Mtb UGM inh: Mtb UDP-galactopyranose mutase inhibition | P9WIQ1 | 320,000 tested, 0.06% active | inhibition, % at 10 µM | AID 504406 | purified UGM, fluorescence polarization probe displacement; in the data active means inhibition above about 10%, passing the limit was not always enough
TcdB inh: inhibitors of Clostridioides difficile toxin B glycohydrolase; inhibition, % at 9.99 µM; 350,000 tested, 0.24% active; AID 652162; TcdB glycohydrolase enzymatic assay, plate reader; P18177; in the data active means inhibition above about 10%
Target sequence (P18177 whole entry, looked up): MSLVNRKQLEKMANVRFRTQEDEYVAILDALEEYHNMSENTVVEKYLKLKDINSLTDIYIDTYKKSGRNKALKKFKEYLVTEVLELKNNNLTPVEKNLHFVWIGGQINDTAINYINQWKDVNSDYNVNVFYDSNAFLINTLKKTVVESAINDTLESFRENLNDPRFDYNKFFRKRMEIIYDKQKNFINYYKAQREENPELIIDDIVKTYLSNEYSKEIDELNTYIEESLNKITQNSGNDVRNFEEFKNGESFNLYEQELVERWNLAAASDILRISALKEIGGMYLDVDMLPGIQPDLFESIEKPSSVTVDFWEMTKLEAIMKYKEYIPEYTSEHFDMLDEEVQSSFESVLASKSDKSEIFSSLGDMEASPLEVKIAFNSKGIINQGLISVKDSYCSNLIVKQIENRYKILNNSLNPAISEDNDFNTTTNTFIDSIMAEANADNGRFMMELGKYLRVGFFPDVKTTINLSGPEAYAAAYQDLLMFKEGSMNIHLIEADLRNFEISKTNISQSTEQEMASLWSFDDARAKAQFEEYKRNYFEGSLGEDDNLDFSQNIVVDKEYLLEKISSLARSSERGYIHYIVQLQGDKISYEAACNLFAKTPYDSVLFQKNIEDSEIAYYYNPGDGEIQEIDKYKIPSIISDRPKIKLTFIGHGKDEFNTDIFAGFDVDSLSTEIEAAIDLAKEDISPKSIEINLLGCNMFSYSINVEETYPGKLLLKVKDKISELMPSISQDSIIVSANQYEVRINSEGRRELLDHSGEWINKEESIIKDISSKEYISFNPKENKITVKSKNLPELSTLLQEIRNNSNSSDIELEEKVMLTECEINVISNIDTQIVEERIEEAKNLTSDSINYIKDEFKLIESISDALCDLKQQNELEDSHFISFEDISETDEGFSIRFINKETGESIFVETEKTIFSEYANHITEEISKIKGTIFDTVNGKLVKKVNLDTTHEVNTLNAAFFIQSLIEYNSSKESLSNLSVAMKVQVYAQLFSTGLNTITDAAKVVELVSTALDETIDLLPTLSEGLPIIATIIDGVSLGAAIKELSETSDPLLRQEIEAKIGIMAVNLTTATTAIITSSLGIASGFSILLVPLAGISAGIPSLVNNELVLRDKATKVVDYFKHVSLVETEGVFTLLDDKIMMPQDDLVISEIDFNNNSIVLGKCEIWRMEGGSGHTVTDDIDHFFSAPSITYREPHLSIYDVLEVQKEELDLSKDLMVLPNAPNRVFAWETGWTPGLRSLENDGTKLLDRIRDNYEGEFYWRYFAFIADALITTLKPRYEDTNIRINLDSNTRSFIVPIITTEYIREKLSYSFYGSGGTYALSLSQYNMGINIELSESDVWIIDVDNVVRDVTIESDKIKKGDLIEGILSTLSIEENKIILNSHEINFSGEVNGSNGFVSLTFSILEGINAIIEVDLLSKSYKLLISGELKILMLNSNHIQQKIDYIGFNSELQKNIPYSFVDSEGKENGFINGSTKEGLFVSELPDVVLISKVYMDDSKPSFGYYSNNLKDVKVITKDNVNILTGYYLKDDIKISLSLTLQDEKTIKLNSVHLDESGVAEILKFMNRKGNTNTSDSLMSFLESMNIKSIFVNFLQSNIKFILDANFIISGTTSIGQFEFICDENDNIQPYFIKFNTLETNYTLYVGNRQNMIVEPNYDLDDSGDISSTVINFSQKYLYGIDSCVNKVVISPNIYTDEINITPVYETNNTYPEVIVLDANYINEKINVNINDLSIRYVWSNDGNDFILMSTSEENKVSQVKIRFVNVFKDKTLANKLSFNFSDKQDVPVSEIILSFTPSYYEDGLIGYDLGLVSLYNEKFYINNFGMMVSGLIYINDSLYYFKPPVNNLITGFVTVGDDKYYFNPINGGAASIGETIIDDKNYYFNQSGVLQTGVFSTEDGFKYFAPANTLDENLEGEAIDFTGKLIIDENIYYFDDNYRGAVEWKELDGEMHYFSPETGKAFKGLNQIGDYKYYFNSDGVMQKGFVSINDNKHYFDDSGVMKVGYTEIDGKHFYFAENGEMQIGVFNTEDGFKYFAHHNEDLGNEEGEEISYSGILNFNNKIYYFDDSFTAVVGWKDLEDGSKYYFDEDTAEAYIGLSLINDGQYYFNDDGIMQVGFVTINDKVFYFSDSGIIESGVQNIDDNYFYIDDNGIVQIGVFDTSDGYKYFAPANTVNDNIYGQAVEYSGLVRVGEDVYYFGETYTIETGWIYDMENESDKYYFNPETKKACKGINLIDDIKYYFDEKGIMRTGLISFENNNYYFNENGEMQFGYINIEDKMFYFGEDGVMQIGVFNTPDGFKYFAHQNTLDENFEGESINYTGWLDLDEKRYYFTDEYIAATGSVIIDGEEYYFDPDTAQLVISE
BioA inh: blocks M. tuberculosis BioA enzyme activity | AID 602481 | inhibition, % at 9.99 µM | 360,000 tested, 0.096% active | purified M. tuberculosis BioA enzyme, plate reader; in the data active means inhibition above about 40%
BH1578 lux ind: quorum light induction in luxS cqsA deficient V. cholerae; V. cholerae BH1578 lux reporter, luminescence, 6 h; activation, % at 18.7 µM; 350,000 tested, 0.16% active; AID 588436; in the data active means activation mostly above about 9.7%, no sharp cut-off; further: not every result past the cut was called active; inactives centre near 0; reference of the scale not given here
Y pestis TopoI: blocks Yersinia pestis topoisomerase I activity; Y. pestis Topo-I cleavage product accumulation, plate reader; activity, % at 10 µM; 360,000 tested, 0.064% active; AID 504884; in the data active means activity above about 50%, passing the limit was not always enough; further: inactives centre near 2
* hit, by the source's call; i = inactive; · = not tested or not shown; & = joins results of further samples.

SMILES	FadD28 binding	Mtb FBA inh	PfHsp40 yeast	GDH-TPI counter	Mtb UGM inh	TcdB inh	BioA inh	BH1578 lux ind	Y pestis TopoI
CCOC(=O)C(=Cc1ccc2c(c1)OCO2)c1ccccc1	-0.3	0	0.0	22	·	-1.0	9.1	i	36
COc1ccc(N2C(=O)CCC2(C#N)c2ccc(OC)cc2)cc1 (configuration not stated)	-2.9	0	1.7	0	-2.2	·	-4.6	i	-5
Cc1ccc(C(C)NC(=O)/C(C#N)=C\c2c(C)[nH]c3ccccc23)cc1 (configuration not stated)	0.0	2	0.6	9	0.7	·	0.7	-12	-10
CN(C(=O)c1coc(=O)c2ccccc12)c1ccccc1Cl	-2.4	1	-0.5	-6	-1.0	2.2	·	-0.2	-12
O=C(COC(=O)CCC(=O)c1cccs1)NCc1ccco1	-1.1	-2	-0.1	6	·	·	-1.9	i	-7
Cn1nnnc1SCc1cc(=O)n2ccsc2n1	-2.2	0	-1.7	8	0.9	·	4.8	i	8
C=CCn1c(SCC(=O)Nc2cc(C)ccc2OC)nnc1-c1ccco1	-1.1	-2	-0.3	2	-1.2	·	·	-0.2	10
COc1ccc(C(=O)NCCNC(=O)c2cnccn2)cc1OC	-0.9	2	0.3	-4	0.0	-1.2	1.7	-2.2	4
Cc1ccc(CN2CCN(/N=C/c3ccco3)CC2)c(C)c1	0.7	5	0.2	-8	-0.6	·	0.4	1.0	2
COc1ccc(-c2cc(C(=O)Nc3cc(C)n(Cc4ccc(Cl)cc4)n3)no2)cc1OC	-5.1	-1	-0.4	0	0.2	0.3	-1.5	-0.5	7
Cc1ccc(-c2nnn(CC(=O)Nc3ccc4nn(-c5ccccc5)nc4c3)n2)o1	1.1	22	0.2	-10	-0.1	1.2	-1.2	1.2	3
COc1cc2c(-c3ccc4[nH]ccc4c3)c(-c3ccc(C#N)cc3)oc(=O)c2cc1OC	-4.5	21	2.3	12	-0.6	0.5	-2.1	i	0
COc1ccc2nc(NC(=O)C(NS(=O)(=O)c3cccs3)C(C)C)sc2c1 (configuration not stated)	-4.4	0	1.2	-1	-1.1	·	·	-0.2	17
CCOP(=O)(OCC)/C(=N/OC(=O)c1cccc([N+](=O)[O-])c1)C(N)=O	-1.8	-1	1.9	9	0.2	0.4	-0.6	-0.2	5
CC1(NC(=O)CSc2nnc(-c3ccco3)n2Cc2ccccc2)CCS(=O)(=O)C1 (configuration not stated)	0.6	3	-1.5	-5	0.3	2.6	17	-0.4	14
CCN1CCN(c2ncnc3c2cnn3-c2ccc(Cl)cc2)CC1	-1.6	8	-0.9	15	6.4	-3.6	4.7	0.1	-1
CCOC(=O)C1(CCc2ccccc2)CCN(C(=O)CN2CCOC2=O)CC1	-0.8	6	1.3	-3	-0.8	-0.1	59*	-4.1	-1
CC1=C(C#N)C(C)C2=C(CC(C)(C)CC2=O)N1 (configuration not stated)	-4.2	57*	-1.4	3	0.3	·	15	-2.0	5
CCN(CC)CCCN(C(=O)c1cccc(C)c1)c1nc(-c2ccc(OC)cc2)cs1	-0.5	1	1.5	20	0.5	0.6	-1.6	-2.0	7
CCOc1cc(C(C(=O)NCC2CCCO2)N(C(=O)Cn2nnc3ccccc32)c2ccc(OC)c(OC)c2)ccc1O (configuration not stated)	-1.0	0	-0.6	9	-3.2	0.9	-3.7	-0.9	-9
c1coc(-c2nnc(-c3cccs3)o2)c1	-3.0	150*	-1.0	6	-0.4	·	-0.4	-0.3	-4
O=Cc1c[nH]c2ccc(S(=O)(=O)N3CCOCC3)cc12	-3.3	-3	-1.1	0	2.8	-0.1	·	i	-6
Cc1ccc2nc(-c3ccc(C#N)cc3)c(Cc3cccc(Cl)c3)n2c1	-4.0	41*	·	·	·	-2.9	1.1	·	·
Nc1ncc(C(=O)O)c(-c2ccccc2)n1	1.1	1	-1.2	9	·	-0.2	-2.1	i	-1
O=C(COC(=O)C1CCN(c2ccc(C(F)(F)F)cn2)CC1)Nc1cccc(F)c1	-2.8	10	-1.0	11	-1.1	1.3	0.9	i	-14
COc1cc([C@H]2c3[nH]c4ccccc4c3C[C@H]3C(=O)N4[C@@H](c5cc(OC)c(OC)c(OC)c5)c5[nH]c6ccccc6c5C[C@H]4C(=O)N23)cc(OC)c1OC	-4.0	3	0.1	3	-0.3	·	-0.8	i	37
N#Cc1ccc(OCC(=O)Nc2ccc(S(=O)(=O)N3CCOCC3)cc2)cc1	-0.7	4	1.1	-13	·	·	0.7	0.7	0
CC(=O)Nc1nonc1NC(=O)CSc1nc2ccccc2o1	0.9	-3	0.7	8	-0.5	·	-0.4	i	-10
CCOC(=O)C1=CNS(=O)(=O)NC1c1ccc(OC(C)=O)cc1 (configuration not stated)	-0.2	6	-0.7	-1	·	-0.6	-0.7	-1.1	0
CCOC(=O)NC(=O)CSc1ccc(C)cc1C	-0.5	2	0.7	-6	-0.3	1.4	·	-0.4	7
Cc1noc(C)c1NC(=O)N(C)C[C@H]1OCc2cnnn2CCCC(=O)N([C@H](C)CO)C[C@H]1C	-1.0	-1	·	·	·	-0.3&0.5	0.0&-2.7	·	·
COc1ccccc1N(CC(=O)Nc1ccc(Br)cc1F)S(=O)(=O)c1cccs1	-6.6	1	2.8	-2	·	0.6	-2.1	-0.5	-6
Cc1cc(=O)oc2c3c(cc(OCC(=O)NCc4ccccc4)c12)OC(C)(C)CC3	-1.2	150*	4.3	27	1.8	0.4	0.4	-0.5	34
COc1ccc(OC(=O)COc2ccccc2C)cc1	-2.6	4	·	20	2.3	1.7	-2.7	0.1	-6
CCCCN(C(=O)c1cc(OC)c(OC)c(OC)c1)C1=CC2CCC(C1)N2C (configuration not stated)	0.8	3	-0.6	3	-0.8	·	-0.6	0.3	7
CCN(CC)S(=O)(=O)c1ccc(NC(=S)NC(=O)C(C)C)cc1	-2.3	2	-1.4	-1	-1.8	0.5	·	-0.2	0
CSc1ccccc1NC(=O)C(C)N1C(=O)c2ccccc2S1(=O)=O (configuration not stated)	-5.5	-2	0.7	-1	2.2	0.3	0.4	-1.7	11
COc1ccc(NC(=S)NCc2ccccc2)c(OC)c1	-0.4	-2	-1.0	1	0.1	0.8	1.4	-0.4	3
OC(COc1c(F)cc(Br)cc1F)CN1CCOCC1 (configuration not stated)	-1.4	2	0.5	-3	1.6	-0.9	0.1	i	5
CCn1nc(NC(=O)COC)c2cc3cc(C)ccc3nc21	-1.3	5	0.6	4	4.8	0.8	·	-0.5	7
CC(/C=N/n1c(-c2ccc(Cl)cc2)n[nH]c1=S)=C\c1ccco1	-1.5	3	1.6	14	3.9	0.5	1.3	0.1	1
O=C(O)c1ccccc1C(=O)OCCCc1ccncc1	-1.1	-2	-1.2	3	0.8	-1.0	-1.6	0.5	5
CCOc1ccc(N(CC(=O)Nc2ccc(C)cc2C)S(C)(=O)=O)cc1	-2.5	-4	0.2	12	0.0	0.4	0.3	-1.8	3
Cc1cc(CNC(=O)COC(=O)C2CC3CCCC(C2)C3=O)cc(C)c1O (configuration not stated)	-4.2	1	-0.2	9	-1.0	3.1	-2.1	i	-4
COC(=O)[C@@H]1C[C@@H]2CC[C@@H](O)C[C@@H]2N1Cc1ccc(C(F)(F)F)cc1	-2.3	2	-0.7	-4	-0.1	0.9	-0.5	1.1	-2
Cc1cc(NC(=O)Nc2ccccc2[N+](=O)[O-])n(C)n1	0.5	-1	-0.4	6	-3.0	0.7	-0.2	2.7	-2
CN1CCSc2ccc(C(=O)NCc3ccccc3)cc21	-1.1	96*	-0.1	18	2.7	0.8	0.1	i	-2
COc1ccc(-c2cc(-c3cccs3)c(C#N)c(SCC(=O)NCc3ccccc3)n2)cc1	0.4	0	-0.9	1	0.1	·	-1.2	i	4
CCCS(=O)(=O)Nc1c(C(=O)O)[nH]c2ccc(OC)cc12	-1.5	129*	1.9	1	1.5	-6.7	-2.2	-0.3	10
Cc1nc2c(OCc3ccc(C(F)(F)F)cc3)cccn2c1N(C)CC1CC1	-4.0	1	·	-1	·	-10	3.4	-0.3	48
CCOC(=O)Cn1c(=NC(=O)C(C)C)sc2c(C)cc(C)cc21	-1.6	-1	1.1	10	-0.6	1.3	·	0.0	20
CC1CCCC/C1=N/Nc1ccc([N+](=O)[O-])cc1[N+](=O)[O-] (configuration not stated)	-1.4	0	-0.6	23	0.6	·	-1.5	·	-2
O=C(C1=C[C@H](c2ccc3c(c2)OCO3)C[C@H](OCc2ccc(CO)cc2)O1)N1CCOCC1	-1.3	2	-1.2	-10	1.3	3.9&-3.9	1.6	-0.6	14
COc1ccc(NS(=O)(=O)c2cccc(C(=O)NNC(=O)c3cc(C)oc3C)c2)cc1	-4.2	0	-1.0	5	5.1	-5.5	·	-0.4	-1
Cc1c(NC(=S)Nc2cccc(Cl)c2)c(=O)n(-c2ccccc2)n1C	-0.6	2	-1.0	2	1.7	0.3	-0.5	i	3
COc1ccc(NC(=O)CN2CCCC2)cc1	0.7	-1	-0.8	-3	0.9	0.2	0.3	0.0	6
O=C(c1cccc(Cl)c1)N1CCC2CC1c1cc(-c3ccccc3)ccc12 (configuration not stated)	-6.0	-2	-1.3	1	·	0.7	-2.1	i	24
Cc1cccc(NC(=S)NC2CCCC2)c1	-1.3	0	0.2	15	0.5	·	·	-0.3	3
C#CCOCCOCCOCCNc1nc(N2CCN(C(=O)[C@H](CCCCN)n3cc([C@@H](N)CC(C)C)nn3)CC2)nc(N2CCN(C(=O)[C@H](CCCCN)n3cc([C@@H](N)CC(C)C)nn3)CC2)n1	-2.6	-2	-0.1	-2	-1.6	·	-0.2	11	-26
Cc1ccc(NC(=O)C2C3CCC(O3)C2C(=O)O)cc1C (configuration not stated)	-1.2	3	-1.2	8	1.1	0.7	0.4	-0.3	12

Given bar-delimited: part of the list above
Structure | FadD28 binding | Mtb FBA inh | PfHsp40 yeast | GDH-TPI counter | Mtb UGM inh | TcdB inh | BioA inh | BH1578 lux ind | Y pestis TopoI
CCOc1ccc(N(CC(=O)Nc2ccc(C)cc2C)S(C)(=O)=O)cc1 | -2.5 | -4 | 0.2 | 12 | 0.0 | 0.4 | 0.3 | -1.8 | 3
COc1ccc(NC(=O)CN2CCCC2)cc1 | 0.7 | -1 | -0.8 | -3 | 0.9 | 0.2 | 0.3 | 0.0 | 6

Further structures follow:
SMILES	FadD28 binding	Mtb FBA inh	PfHsp40 yeast	GDH-TPI counter	Mtb UGM inh	TcdB inh	BioA inh	BH1578 lux ind	Y pestis TopoI
COc1ccc(S(=O)(=O)NCc2ccc3c(c2)OCO3)cc1C(=O)O	-2.0	-1	-0.3	4	2.2	·	-0.2	-0.6	1
COc1ccc(N2CCN(C(=O)c3ccncc3)CC2)cc1	-1.4	-1	-0.9	-4	-0.5	·	-0.1	-0.3	-5
COc1ccc([C@H]2/C=C\CN(C(=O)C3CC3)[C@@H](C)C(=O)N2Cc2ccc(F)cc2)cc1	0.9	3	0.1	9	0.1	0.2	-1.0	-0.3	7
O=C1C(Nc2ccccc2)=C2CCCC=C2N1c1ccccc1	-3.0	-4	0.4	-1	2.1	-0.8	·	i	7
O=C1CCCN2N=C(SCC(=O)Nc3ccc(Cl)cc3)SC2=N1	-0.1	-3	0.1	6	-0.1	1.1	-1.2	i	-1
CC(=O)N1CCN(C(=O)c2cccc(S(=O)(=O)N3c4ccccc4CC3C)c2)CC1 (configuration not stated)	-1.2	4	-0.1	7	-0.4	1.6	-1.5	i	-1
Cc1ccc(S(=O)(=O)N2CCOCC2)cc1NC(=O)C(c1ccc(Cl)cc1)C(C)C (configuration not stated)	-5.4	2	·	3	-0.5	1.3	·	i	6

Grouped by structure, the compounds so far containing a COOH group.
SMILES	FadD28 binding	Mtb FBA inh	PfHsp40 yeast	GDH-TPI counter	Mtb UGM inh	TcdB inh	BioA inh	BH1578 lux ind	Y pestis TopoI
Nc1ncc(C(=O)O)c(-c2ccccc2)n1	1.1	1	-1.2	9	·	-0.2	-2.1	i	-1
O=C(O)c1ccccc1C(=O)OCCCc1ccncc1	-1.1	-2	-1.2	3	0.8	-1.0	-1.6	0.5	5
CCCS(=O)(=O)Nc1c(C(=O)O)[nH]c2ccc(OC)cc12	-1.5	129*	1.9	1	1.5	-6.7	-2.2	-0.3	10
Cc1ccc(NC(=O)C2C3CCC(O3)C2C(=O)O)cc1C (configuration not stated)	-1.2	3	-1.2	8	1.1	0.7	0.4	-0.3	12
COc1ccc(S(=O)(=O)NCc2ccc3c(c2)OCO3)cc1C(=O)O	-2.0	-1	-0.3	4	2.2	·	-0.2	-0.6	1

Rows are unselected; about 4.6% have a hit in one of these screens.
